# From PubChem
# TRPC6 inhibitor: inhibitors of mouse TRPC6 channel; Q61143; HEK293-TRPC6, membrane potential dye, ACh-evoked depolarization; stronger effect = lower value; B-score at 10 µM; actives 1.1% (n = 310,000); AID 2553;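 active means B-score under library mean minus 3 SD, initial fluorescence not abnormally high, positive integrated signal ratio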;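 further: B-score derived from integrated fluorescence ratio over the kinetic read; more negative B-score means stronger inhibition of depolarization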
# Target sequence (Q61143 whole entry, looked up): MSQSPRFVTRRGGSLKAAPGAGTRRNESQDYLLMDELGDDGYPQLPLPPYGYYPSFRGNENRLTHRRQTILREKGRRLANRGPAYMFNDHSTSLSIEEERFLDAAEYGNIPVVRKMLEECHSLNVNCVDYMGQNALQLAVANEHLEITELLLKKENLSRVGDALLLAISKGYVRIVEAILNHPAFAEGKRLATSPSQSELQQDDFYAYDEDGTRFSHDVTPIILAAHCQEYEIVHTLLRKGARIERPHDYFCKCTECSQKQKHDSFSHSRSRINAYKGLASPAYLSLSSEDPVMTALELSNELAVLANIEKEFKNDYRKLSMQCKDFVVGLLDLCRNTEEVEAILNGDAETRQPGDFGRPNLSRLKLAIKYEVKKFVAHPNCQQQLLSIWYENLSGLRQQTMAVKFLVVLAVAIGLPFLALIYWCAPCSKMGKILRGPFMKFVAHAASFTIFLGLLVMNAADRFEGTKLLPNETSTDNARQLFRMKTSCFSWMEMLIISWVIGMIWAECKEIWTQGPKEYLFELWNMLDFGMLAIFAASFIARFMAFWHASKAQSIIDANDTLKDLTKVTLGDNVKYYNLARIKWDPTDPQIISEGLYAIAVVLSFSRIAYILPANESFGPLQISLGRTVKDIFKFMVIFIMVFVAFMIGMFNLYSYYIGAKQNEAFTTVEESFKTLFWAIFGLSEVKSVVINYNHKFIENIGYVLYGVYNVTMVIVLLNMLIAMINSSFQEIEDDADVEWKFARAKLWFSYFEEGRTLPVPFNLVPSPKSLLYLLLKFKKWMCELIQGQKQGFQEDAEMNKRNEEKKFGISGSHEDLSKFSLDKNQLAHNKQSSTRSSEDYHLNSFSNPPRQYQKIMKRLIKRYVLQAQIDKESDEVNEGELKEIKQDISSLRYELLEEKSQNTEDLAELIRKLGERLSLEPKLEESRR
# RGS4 inh: human RGS4 inhibition; P49798; HEK293 M3R/RGS4 inducible, Fluo-4 calcium flux; stronger effect = higher value; triggered by carbachol at its EC20; actives 0.45% (n = 310,000); B-score at 10 µM;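 active means B-score, a plate-corrected calcium signal, over three deviations above library mean, with baseline fluorescence within five deviations of library mean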;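 further: RGS4 expression induced by doxycycline in cells with stable M3 receptor; B-score is computed from the integrated fluorescence ratio over baseline after carbachol; higher B-score means a larger calcium signal and so more RGS4 inhibition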
# Target sequence (P49798 whole entry, looked up): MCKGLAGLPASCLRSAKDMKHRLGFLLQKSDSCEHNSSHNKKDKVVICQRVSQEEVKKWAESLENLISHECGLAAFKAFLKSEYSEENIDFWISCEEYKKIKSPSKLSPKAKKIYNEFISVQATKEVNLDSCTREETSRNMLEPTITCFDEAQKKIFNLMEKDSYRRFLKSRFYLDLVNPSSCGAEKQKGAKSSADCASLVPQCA
# TRPC4 block: blocks the mouse TRPC4 cation channel; Q9QUQ5; B-score at 10 µM; HEK293 TRPC4beta/mu-opioid, DAMGO-evoked Fluo4 calcium flux; stronger effect = lower value; actives 0.39% (n = 300,000);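 active means B-score over 3 SD under the library average, no early fluorescence shift, positive overall ratio signal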
#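 material = TRPC4beta/mu-opioid receptor HEK293 cell line | probe or stimulus = sequential submaximal and maximal DAMGO stimulation | compound dosing = one concentration per compound | measured by = Fluo4 Ca2+ flux fluorescence | evaluation = integrated fluorescence ratio relative to baseline, converted to per-well B score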
# MrgX1 antag: human MrgX1 receptor antagonism, primary screen. Q96LB2. MRGX1-HEK293 calcium flux, Fluo-4, BAM8-22 antagonism; stronger effect = lower value. B-score at 10 µM. actives 1.3% (n = 310,000). AID 588676;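 active means calcium-response B-score plate-corrected more than 3 library SD below zero, starting fluorescence within 5 deviations, no agonist response on first addition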;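 further: peak minus trough fluorescence over baseline after final BAM8-22 challenge near maximal dose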
# ANO1 block: inhibitors of mouse TMEM16A calcium-activated chloride channel; AID 588511; HEK293 TMEM16A/YFP iodide influx fluorescence, ionomycin; normalized B-score (activity score, 25-100; higher = stronger inhibition) at 10 µM; Q8BHY3; actives 1.2% (n = 310,000);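 active means ratio plate-corrected score three or more library SD toward inhibition, starting fluorescence score within five deviations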;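 further: score derived from kinetic fluorescence span divided by baseline fluorescence per well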
# ANO1 activ: activators or potentiators of mouse TMEM16A chloride channel; B-score at 10 µM; HEK293 TMEM16A/YFP-H148Q/I152L, iodide quench fluorescence; stronger effect = lower value; Q8BHY3; actives 0.3% (n = 340,000);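 active means fluorescence-ratio B-score plate-corrected deviation score at least 3 library SD below zero, with starting fluorescence score within 5 deviations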;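 further: channel opened by trigger with iodide after compound preincubation; score built on the fluorescence ratio of max minus min over baseline; more negative score means more quench and so TMEM16A activation or potentiation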
# TRPC4 potent: allosteric potentiators of mouse TRPC4 channel | Q9QUQ5 | HEK293 TRPC4beta/mu-opioid, DAMGO EC20, Fluo-4 Ca2+ flux; stronger effect = higher value | B-score at 10 µM | actives 0.42% (n = 310,000) | AID 2227;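 active means B-score of calcium response area above 5 SD of library B-scores, with initial fluorescence ratio within 5 SD of library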;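 further: B-score of integrated fluorescence ratio over time as area under calcium response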
# TRPC6 act: mouse TRPC6 channel activation. HEK293-TRPC6 membrane potential dye fluorescence; stronger effect = higher value. B-score at 10 µM. actives 0.13% (n = 310,000);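 active means B-score of the integrated fluorescence ratio above library mean plus 3 SD, and starting fluorescence ratio within library mean plus 5 SD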;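 further: higher score means more depolarization so channel activation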
# MrgX1 PAM: human MrgX1 positive allosteric modulation, primary screen; B-score at 10 µM; MrgX1-HEK293, Fluo-4 calcium flux, FDSS; stronger effect = higher value; Q96LB2; actives 0.63% (n = 310,000);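 active means plate-corrected calcium response at least 3 library SD above typical, normal starting fluorescence, not activating the receptor alone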;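 further: compound read alongside a low EC10 to EC30 dose of BAM8-22 agonist; peak minus trough fluorescence over baseline measured at the second addition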
# TRPC4 act: TRPC4 (mouse) channel activation. HEK293 TRPC4beta/mu-opioid, Fluo4 calcium fluorescence; stronger effect = higher value. B-score at 10 µM. actives 0.49% (n = 310,000). AID 2237;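 active means B-score above 5 SD of library B-scores, and initial fluorescence ratio not above library mean plus 5 SD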;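 further: positive B-score marks a calcium rise read as TRPC4 activation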
#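 Assay system: HEK293 stable line with TRPC4beta plus mu-opioid receptor; schedule: 45 min room-temperature Fluo4 loading, 110 s read; technique: kinetic Fluo4 calcium fluorescence; evaluation: integrated baseline-normalised fluorescence ratio, converted to per-well B score; controls: buffer (low) and maximal DAMGO (high)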
# MrgX1 agonist: activates human MrgX1 receptor signaling; actives 0.44% (n = 310,000); MrgX1-HEK293 cells, Fluo-4 calcium fluorescence, agonist mode; stronger effect = higher value; Q96LB2; B-score at 10 µM;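 active means calcium response B-score plate-corrected fluorescence ratio at least 3 library SD, with starting fluorescence B-score inside 5 SD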
#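 Test system: HEK293 cells stably expressing human MrgX1 receptor; amount: 15,000 cells per well; doses: compound delivered in addition one of three; times: overnight plating before 1 h dye loading; detection: Fluo-4 NW calcium-flux fluorescence, kinetic read; read-out basis: B-scored fluorescence response ratio; controls: positive and negative controls per plate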
# * hit, by the source's call; i = inactive; / = not tested or not shown. Random draw from the library. Share with any hit: about 5.8%.
# Sample of the layout:
SMILES,TRPC6 inhibitor,RGS4 inh,TRPC4 block,MrgX1 antag,ANO1 block,ANO1 activ,TRPC4 potent,TRPC6 act,MrgX1 PAM,TRPC4 act,MrgX1 agonist
CCN(c1ccccc1)c1nc(=O)c2cccnc2s1,i,i,i,i,i,i,i,i,i,i,i
Cc1ccc2[nH]c3c(=O)n(CCN4CCOCC4)cnc3c2c1,i,i,i,i,i,i,i,i,i,i,i

# This part in full, repeating the preview:
SMILES,TRPC6 inhibitor,RGS4 inh,TRPC4 block,MrgX1 antag,ANO1 block,ANO1 activ,TRPC4 potent,TRPC6 act,MrgX1 PAM,TRPC4 act,MrgX1 agonist
CCN(c1ccccc1)c1nc(=O)c2cccnc2s1,i,i,i,i,i,i,i,i,i,i,i
Cc1ccc2[nH]c3c(=O)n(CCN4CCOCC4)cnc3c2c1,i,i,i,i,i,i,i,i,i,i,i
CN(C)CCNC(=O)CNC(=S)N(Cc1ccccc1)Cc1cccnc1,i,i,i,i,i,i,i,i,i,i,i
Cc1cccc(NC(=O)Nc2cccc3ccccc23)c1,i,i,i,i,i,i,i,i,i,i,i
COc1ccc(C(=O)/C=C/Nc2ccc(S(=O)(=O)Nc3nc(C)cc(C)n3)cc2)c(OC)c1,i,i,i,i,i,i,i,i,i,i,i
CCC(=O)N/N=C(\C)CC(=O)Nc1ccc2ccccc2c1,i,i,i,i,i,i,i,i,i,i,i
COc1ccc(OC)c(C2C(C(=O)N(C)C)=C(C)Nc3nc4ccccc4n32)c1 (stereo not given),i,i,i,i,i,i,i,i,i,i,i
COc1cccc(-c2nc(OC(C)C)c3ccccc3n2)c1,i,i,i,i,i,i,i,i,i,i,i
COC(=O)c1ccc(CSc2ncnc3c2nnn3-c2ccc(OC)cc2)o1,i,i,i,i,i,i,i,i,i,i,i
COc1cc(C(=O)NC2CC(C)(C)CC(C)(C)C2)ccc1OC1CCN(C(C)=O)CC1,i,i,i,i,i,i,i,i,i,i,i
Cc1[nH]nc(-c2ccc(OCc3cnn(-c4ccccc4)c3)cc2O)c1Oc1ccccc1F,/,/,/,i,i,i,/,/,i,/,i
O=C(CCOc1ccccc1)NCc1ccccc1,i,i,i,i,i,i,i,i,i,i,i
NC(=O)COC(=O)CNC(=O)c1ccc(Cl)cc1,i,i,i,i,i,i,i,i,i,i,i
Cc1ccc(NC(=O)CCNS(=O)(=O)c2ccc3[nH]c(=O)oc3c2)c(Cl)c1,i,i,i,i,i,i,i,i,i,i,i
CN1CCCC(CC2c3ccccc3Sc3ccccc32)C1 (stereo not given),/,/,/,i,i,i,/,/,i,/,i
Cc1ccc(NC(=O)CN2C(=O)C3CC=C(Cl)CC3C2=O)cc1 (stereo not given),i,i,i,i,i,i,i,i,i,i,i
O=[N+]([O-])c1ccc(/C=N/Nc2ccnc3cc(Cl)ccc23)o1,i,i,i,i,i,i,i,i,i,i,i
COc1ccc(C(=O)NCCN=C2NS(=O)(=O)c3ccccc32)cc1,i,i,i,i,i,i,i,i,i,i,i
COc1cccc(CC2CC(=O)N(CCc3ccc4c(c3)OCO4)C2=O)c1 (stereo not given),i,i,i,i,i,i,i,i,i,i,i
Cc1ccc(NC(=S)N2CCN(c3ccccn3)CC2)c(C)c1,i,i,i,i,i,i,i,i,i,i,i
O=S1(=O)C[C@H]2NC(=S)N(c3ccccc3)[C@H]2C1,i,i,i,i,i,i,i,i,i,i,i
COCCNC(=O)c1onc(CSc2ccncc2)c1C(=O)NCCOC,i,i,i,i,i,i,i,i,i,i,i
COC(=O)c1c(NS(=O)(=O)c2ccc(C)cc2)sc2c1CCC(C)C2 (stereo not given),/,/,/,i,100*,i,/,/,i,/,i
N#CCCN(C(=O)COC(=O)C1CCN(S(=O)(=O)c2ccc3c(c2)OCCO3)CC1)c1ccccc1,i,i,i,i,i,i,i,i,i,i,i
Oc1c(Br)cc(Br)c(/C=N/n2c(-c3ccccc3)n[nH]c2=S)c1Br,i,i,i,i,100*,i,28*,i,i,i,i
Cc1nonc1C(=O)N/N=C/c1cccc(O)c1,i,i,i,i,i,i,i,i,i,i,i
Cc1ccc(C(=O)N/N=C/c2ccc3c(c2)OCO3)o1,i,i,i,i,i,i,i,i,i,i,i
O=C(NC1c2ccccc2-c2ccccc21)c1ccccc1,i,i,i,i,i,i,i,i,i,i,i
Cc1cc(OCC(=O)Nc2cccc(S(=O)(=O)NC3=NCCCCC3)c2)ccc1Cl,i,i,i,i,i,i,i,i,i,i,i
C=CCSc1nc(N(CC)CC)c2sccc2n1,i,i,i,i,i,i,i,i,i,i,i
COc1ccc(Br)cc1S(=O)(=O)NCc1ccccn1,i,i,i,i,i,i,i,i,i,i,i
COc1ccc(CCN=C(N)NS(=O)(=O)c2ccc3ccccc3c2)cc1,i,i,i,i,i,i,i,i,i,i,i
CCc1ccc(NC(=O)COc2ccc3c(c2)OCO3)cc1,i,i,i,i,i,i,i,i,i,i,i
CC(C)NC(=O)C1CCN(C2CCN(C(=O)/C=C/c3cccs3)CC2)CC1,i,i,i,i,i,i,i,i,i,i,i
COc1cccc(N2CC(NC(=O)C(=O)c3c(C)[nH]c4ccccc34)CC2=O)c1 (stereo not given),i,i,i,i,i,i,i,i,i,i,i
CCOC(=O)NN1C(=O)c2ccccc2NC1c1ccc(OC)c(OC)c1 (stereo not given),i,i,i,i,i,i,i,i,i,i,i
Cc1cc([N+](=O)[O-])nn1CC(=O)N1CCOCC1,i,i,i,i,i,i,i,i,i,i,i
COc1ccc(C(C)(C)C)cc1NC(=O)CNc1cccc2ccccc12,i,i,i,i,i,i,i,i,i,i,i
COc1ccc(CCNC(=O)NC2CCCCC2)cc1,i,i,i,i,i,i,i,i,i,i,i
Cc1cccc(Nc2nnc(-c3ccc(N4CCOCC4)c([N+](=O)[O-])c3)c3ccccc23)c1,i,i,i,i,i,i,i,i,i,i,i
S=c1[nH]c2ncccc2o1,i,i,i,i,i,i,i,i,i,i,i
COc1cccc(C2(O)CCN(C(=O)Cc3cccnc3)CC2)c1,i,i,i,i,i,i,i,i,i,i,i
CCOc1ccc(S(=O)(=O)NN)cc1,i,i,i,i,i,i,i,i,i,i,i
Cc1ccc(Nc2nc(-c3ccc(C)cc3)c(CC(=O)O)s2)cc1,i,i,i,i,i,i,i,i,i,i,i
CC(=O)Nc1ccc(N2C(=O)CSC2c2ccccc2[N+](=O)[O-])cc1 (stereo not given),i,i,i,i,i,i,i,i,i,i,i
CCOC(=O)CSc1nc(-c2ccccn2)ncc1OC,i,i,i,i,i,i,i,i,i,i,i
N/C(=N\OC(=O)c1ccc(Cl)cc1)c1ccccn1,i,i,i,i,i,i,i,i,i,i,i
CCOC(=O)c1sc(NC(=O)C2CCC2)cc1C,i,i,i,i,i,i,i,i,i,i,i
CC(=O)c1cc(-c2ccccc2)n(CC(=O)Nc2cccc(C)c2C)c1C,i,i,i,i,i,i,i,i,i,i,i
C#CCn1c(=NC(=O)c2cc(-c3cccs3)nc3ccccc23)sc2cc(S(N)(=O)=O)ccc21,i,i,i,i,i,i,i,i,i,i,i

# Next compounds follow:
SMILES,TRPC6 inhibitor,RGS4 inh,TRPC4 block,MrgX1 antag,ANO1 block,ANO1 activ,TRPC4 potent,TRPC6 act,MrgX1 PAM,TRPC4 act,MrgX1 agonist
CCOc1ccc(C(=O)Nc2ccc(NC(=O)c3ccco3)c(Cl)c2)cc1Br,i,i,i,i,i,i,i,i,i,i,i
CC1CN(C(=O)c2cn3ccccc3n2)CC(C)O1 (stereo not given),i,i,i,i,i,i,i,i,i,i,i
CCCCNC(=O)c1nnn(-c2ccccc2)c1N,i,i,i,i,i,i,i,i,i,i,i
CCNC(=S)NCc1ccc2c(c1)OCO2,i,i,i,i,i,i,i,i,i,i,i
CN(C)CCOc1nc(-c2ccccc2)nc2c1oc1ccccc12,-8.87*,i,i,i,i,i,i,i,i,45*,i
O=C(N/N=C/C=C/c1ccc2c(c1)OCO2)C(O)c1ccccc1 (stereo not given),i,i,i,i,i,i,i,i,i,i,i
O=C1CN(C(=O)COC(=O)C23CC4CC(CC(O)(C4)C2)C3)c2ccccc2N1,i,i,i,i,i,i,i,i,i,i,i
COc1cc2c(cc1OC)CN(CC(=O)Nc1cccc([N+](=O)[O-])c1)CC2,i,i,i,i,i,i,i,i,i,i,i
Oc1[nH]c2ccccc2c1N=Nc1ccccc1,i,i,i,i,i,i,i,i,i,i,i
O=C(NC(=S)Nc1ccc(N2CCCCC2)cc1)c1cccs1,i,i,i,i,i,i,i,i,i,i,i
COc1ccc(-c2noc(CNC(=O)CCCN3C(=O)[C@H]4CC=CC[C@H]4C3=O)n2)cc1,i,i,i,i,i,i,i,i,i,i,i
CC1(C)C(=O)C2(CCCCC2)C(=O)OC1c1cccn1-c1ccc([N+](=O)[O-])cc1 (stereo not given),i,i,i,i,i,i,i,i,i,i,i
O=C(NCCN1CCN(c2ccccc2)CC1)C1CCN(S(=O)(=O)c2cccc3nsnc23)CC1,i,i,i,i,i,i,i,i,i,i,i
O=C(Cc1ccccc1[N+](=O)[O-])NCCc1ccc(F)cc1,i,i,i,i,i,i,i,i,i,i,i
CCN(CC)CCNc1cc(C)nc2c1C(=O)C(=O)C=C2N1CCCCC1,-7.46*,i,i,i,i,i,i,i,i,i,i
Cc1ccccc1C(=O)c1cccn1CC(=O)NCCCN1CCCCC1,i,i,i,i,i,i,i,i,i,i,i
CCNC(=O)NC(=O)C(C)OC(=O)CCCc1nc2ccccc2s1 (stereo not given),i,i,i,i,i,i,i,i,i,i,i
Fc1ccccc1OCCCn1ccnc1,i,i,i,i,i,i,i,i,i,i,i
CCOC(=O)c1c(NC(=O)c2cccs2)sc(C)c1CC,i,i,i,i,i,i,i,i,i,i,i
CC(O)CN(Cc1cccc(Cl)c1)CC(C)O (stereo not given),i,i,i,/,/,i,i,i,/,i,/
Cc1ccc(OCC(=O)Nc2ccccc2F)cc1,i,i,i,i,i,i,i,i,i,i,i
